ROS inducer – cancer cell ROS induction. U2OS ROS induction, H2DCF-DA fluorescence. ROS induction (% of piperlongumine), % at 10 µM. hit rate 2% among 46,000. AID 624156; in the data active = ROS induction above about 79%, passing the limit was not always enough; inconclusive = no clear call, values can overlap the other calls;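 note: 0% = DMSO vehicle median and 100% = reference compound median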
Active calls of the source: *. This is a subset; count on the stated rates, not on these rows.

COc1ccc(S(=O)(=O)Nc2ccc3c(c2)C(=O)N([C@H](C)CO)C[C@H](C)[C@H](CN(C)C(=O)Nc2ccc(C(F)(F)F)cc2)O3)cc1 was read as ROS inducer 14.7.
`Cn1nc(C(=O)N2CCN(c3cccc(C(F)(F)F)c3)CC2)c2c1-c1ccccc1OC2` gave ROS inducer -13.2.
For Cc1ccc(S(=O)(=O)Nc2ccc3c(c2)C(=O)N([C@H](C)CO)C[C@H](C)[C@@H](CN(C)Cc2ccc4c(c2)OCO4)O3)cc1 the results were ROS inducer -1.3.
Screening COc1ccc(CN(C)C[C@@H]2Oc3ccc(NC(=O)Nc4ccc5c(c4)OCO5)cc3C(=O)N([C@@H](C)CO)C[C@H]2C)cc1 returned ROS inducer -2.0.
`C[C@H](CO)N1C[C@H](C)[C@H](CN(C)C(=O)NC2CCCCC2)Oc2ccc(NC(=O)CCCN(C)C)cc2C1=O` gave ROS inducer 2.5.
Screening C[C@H]1CN([C@@H](C)CO)C(=O)c2cccc(NC(=O)Nc3cccc4ccccc34)c2O[C@H]1CN(C)CC1CC1 returned ROS inducer -8.1.
For Cc1noc(C)c1NC(=O)N(C)C[C@H]1Oc2c(NS(C)(=O)=O)cccc2C(=O)N([C@H](C)CO)C[C@H]1C the results were ROS inducer -5.8.
For C[C@@H]1CN([C@H](C)CO)C(=O)c2cc(NC(=O)CCC(F)(F)F)ccc2O[C@@H]1CN(C)Cc1ccc(C(=O)Nc2ccccc2N)cc1 the results were ROS inducer -0.4.
For C[C@H]1CN([C@@H](C)CO)C(=O)c2cccc(NC(=O)c3ccc(-c4nccs4)cc3)c2O[C@@H]1CN(C)C(=O)NC1CCCCC1 the results were ROS inducer 6.5.
O=C(c1ccc2c(c1)N(Cc1ccccc1)C(=O)c1ccccc1S2)N1CCCC1 was read as ROS inducer 4.9.

The list goes on; the last 5 above are carried over.
Screening C[C@H]1CN([C@@H](C)CO)C(=O)c2cccc(NC(=O)Nc3cccc4ccccc34)c2O[C@H]1CN(C)CC1CC1 returned ROS inducer -8.1.
For Cc1noc(C)c1NC(=O)N(C)C[C@H]1Oc2c(NS(C)(=O)=O)cccc2C(=O)N([C@H](C)CO)C[C@H]1C the results were ROS inducer -5.8.
For C[C@@H]1CN([C@H](C)CO)C(=O)c2cc(NC(=O)CCC(F)(F)F)ccc2O[C@@H]1CN(C)Cc1ccc(C(=O)Nc2ccccc2N)cc1 the results were ROS inducer -0.4.
For C[C@H]1CN([C@@H](C)CO)C(=O)c2cccc(NC(=O)c3ccc(-c4nccs4)cc3)c2O[C@@H]1CN(C)C(=O)NC1CCCCC1 the results were ROS inducer 6.5.
O=C(c1ccc2c(c1)N(Cc1ccccc1)C(=O)c1ccccc1S2)N1CCCC1 was read as ROS inducer 4.9.
For Cc1ccc(S(=O)(=O)N(C)C[C@H]2Oc3c(NC(=O)C4CC4)cccc3C(=O)N([C@@H](C)CO)C[C@H]2C)cc1 the results were ROS inducer 36.7.
Screening CC1=[N+]([O-])C(C)(C)C(c2ccc(Cl)cc2)=[N+]1[O-] returned ROS inducer 15.6.
Screening C[C@@H]1CN([C@H](C)CO)C(=O)CCCn2cc(nn2)CO[C@H]1CN(C)S(=O)(=O)c1cccs1 returned ROS inducer -7.7.
`COC(=O)c1ccccc1NC(=O)c1c(NC(=O)CN2CCCCCC2)sc2c1CCC2` gave ROS inducer -11.9.
NC(=O)CSc1nc(-c2ccccc2Cl)ns1 was read as ROS inducer -7.1.
`CN(C)C(=O)COc1cc2oc(=O)c3c(c2cc1Cl)CCC3` gave ROS inducer -4.5.
Screening Cc1nnc(SCC(=O)Nc2ccc(OC(F)(F)F)cc2)s1 returned ROS inducer -6.7.
For COc1ccc([Si](C)(C)[C@H]2[C@H](CC(=O)N3Cc4ccccc4C[C@H]3CO)O[C@@]3(C(=O)N(C)c4c(Br)cc(C)cc43)[C@@H]2C)cc1 the results were ROS inducer 18.7.
For O=C(O)CNC(=O)Cn1cnc2sc3c(c2c1=O)CCCC3 the results were ROS inducer 3.1.
O/N=C/c1ccc(Cl)s1 was read as ROS inducer -15.3.
Screening CCC1Oc2ccccc2N(CC(=O)N2CCOCC2)C1=O (stereo unspecified) returned ROS inducer -6.8.
Cc1cccc(CN(C)C[C@@H]2OCc3cn(nn3)CCCC(=O)N([C@@H](C)CO)C[C@@H]2C)c1 was read as ROS inducer -13.3.
Screening Cc1noc(C)c1S(=O)(=O)N(C)C[C@@H]1Oc2c(NS(=O)(=O)c3cccs3)cccc2C(=O)N([C@H](C)CO)C[C@@H]1C returned ROS inducer -1.6.
`COc1ccc(NC(=O)Nc2ccc3c(c2)CC(=O)N([C@@H](C)CO)C[C@H](C)[C@@H](CN(C)Cc2ccc(Oc4ccccc4)cc2)O3)cc1` gave ROS inducer 54.4.
`Cc1ccc(OCC(=O)Nc2cccc3ncccc23)c(C)c1` gave ROS inducer 9.6.
Screening O=c1cc(O)n(Cc2ccco2)c(=S)[nH]1 returned ROS inducer 1.8.
`COc1ccccc1CCNC(=O)c1cc(-c2ccccn2)nc2ccc(Br)cc12` gave ROS inducer -9.5.
For CCc1c(O)c(Cc2ccccc2)c(=O)n(-c2nccs2)c1-c1ccccc1 the results were ROS inducer 44.0.
COc1ccc(N2C(=O)CC(Cc3ccccc3)C2=O)cc1 (stereo unspecified) was read as ROS inducer 15.2.
`O=C(O)c1ccccc1C(=O)OCc1ccccc1` gave ROS inducer 10.8.
`C[C@@H]1CN([C@H](C)CO)C(=O)CCCn2cc(nn2)CO[C@@H]1CN(C)Cc1ccc(C(F)(F)F)cc1` gave ROS inducer 10.4.
For NNC(=O)CCCSc1nc2ccccc2s1 the results were ROS inducer -3.4.
For C[C@@H]1CN([C@@H](C)CO)C(=O)Cc2cc(NC(=O)Cn3cnnn3)ccc2O[C@@H]1CN(C)Cc1ccccc1 the results were ROS inducer 4.2.
For CC(=O)N1CCc2nc(SCC(=O)Nc3cccc(C#N)c3)c(C#N)c(C(F)(F)F)c2C1 the results were ROS inducer 33.2.
For Clc1cc(Cl)cc(Oc2nc(-c3ccccc3)ns2)c1 the results were ROS inducer -4.2.
C[C@H](CO)N1C[C@H](C)[C@H](CN(C)CC2CC2)Oc2c(NC(=O)C3CC3)cccc2C1=O was read as ROS inducer 19.3.
For O=C(O)c1cc(C23CC4CC(CC(C4)C2)C3)ccc1O the results were ROS inducer 16.9.
Screening COc1ccc(S(=O)(=O)N(C)C[C@@H]2OCCCC[C@@H](C)Oc3ccc(NS(=O)(=O)c4ccc(F)cc4)cc3C(=O)N([C@H](C)CO)C[C@@H]2C)cc1 returned ROS inducer 128.3*.
`Cc1noc(C)c1NC(=O)N(C)C[C@H]1OCc2cn(nn2)CCCC(=O)N([C@H](C)CO)C[C@@H]1C` gave ROS inducer 5.6.
COc1ccc(S(=O)(=O)N(C)C[C@@H]2Oc3ccc(NC(=O)CCCCCC(=O)Nc4ccccc4N)cc3CC(=O)N([C@H](C)CO)C[C@H]2C)cc1 was read as ROS inducer 16.5.
For COc1ccc(OC)c(C(=O)CSc2nnc(-c3ccncc3)n2-c2ccc(C)cc2)c1 the results were ROS inducer 23.0.
Screening O=C(Cn1cc(-c2ccccc2)nc1SCc1ccccc1)c1ccccc1 returned ROS inducer 3.3.
`C[C@H](CO)N1C[C@H](C)[C@@H](CN(C)S(=O)(=O)c2ccc(F)cc2)Oc2c(NC(=O)Nc3cccc4ccccc34)cccc2C1=O` gave ROS inducer 13.5.
Screening Cn1c(SCC(=O)c2ccc([N+](=O)[O-])cc2)nnc1-c1cccs1 returned ROS inducer -6.3.
`Cc1ccc([N+](=O)[O-])cc1NC(=O)CSC1=NCCS1` gave ROS inducer 17.2.
For COc1cc(S(=O)(=O)N2CCCCCCC2)ccc1-n1cnnn1 the results were ROS inducer -8.9.
`CC(C)S(=O)(=O)c1cscc1NC(=O)c1ccc(-c2cc(C(F)(F)F)nn2C)s1` gave ROS inducer 19.8.
`C[C@@H]1CN([C@@H](C)CO)C(=O)CCCn2nncc2CO[C@@H]1CN(C)C(=O)Nc1cccc(C(F)(F)F)c1` gave ROS inducer 26.0.
C[C@@H]1CN([C@H](C)CO)C(=O)Cc2cc(NC(=O)CCN3CCOCC3)ccc2O[C@@H]1CN(C)CC1CCCCC1 was read as ROS inducer -5.1.
Screening Cc1ccc(S(=O)(=O)N(C)C[C@H]2Oc3c(NC(=O)c4nc5ccccc5s4)cccc3C(=O)N([C@@H](C)CO)C[C@H]2C)cc1 returned ROS inducer 15.2.
Screening Cc1nc2ccccc2n1CC(O)COc1ccc(C(=O)O)cc1 (stereo unspecified) returned ROS inducer -17.0.
Screening CC(C)C(=O)Nc1ccc(S(=O)(=O)Nc2nccc(/C=C/c3ccccc3F)n2)cc1 returned ROS inducer -7.7.
For COc1ccc(NC(=O)N(C)C[C@@H]2Oc3ccc(NS(=O)(=O)c4c(C)noc4C)cc3C(=O)N([C@@H](C)CO)C[C@@H]2C)cc1 the results were ROS inducer 2.9.
Screening CC(NC(=S)NC(=O)c1cccs1)C12CC3CC(CC(C3)C1)C2 (stereo unspecified) returned ROS inducer 49.6.
`C[C@@H]1CN([C@@H](C)CO)C(=O)c2cc(NC(=O)Cc3ccccc3)ccc2O[C@H]1CN(C)C(=O)Nc1ccc(C(F)(F)F)cc1` gave ROS inducer 9.1.
`COc1ccccc1NC(=O)N(C)C[C@@H]1OCc2cnnn2CCCC(=O)N([C@@H](C)CO)C[C@@H]1C` gave ROS inducer -3.5.
C[C@H](CO)N1C[C@H](C)[C@@H](CN(C)C(=O)Nc2cccc(F)c2)OCc2cn(nn2)CCCC1=O was read as ROS inducer -6.7.
`C=CC(C)(O)CC/C=C(\C)CCC(O)C(C)(C)O` (stereo unspecified) gave ROS inducer -10.5.
For C[C@@H]1CN([C@H](C)CO)C(=O)c2cc(NC(=O)NC3CCCCC3)ccc2O[C@H]1CN(C)Cc1ccc(-c2ccccc2)cc1 the results were ROS inducer 19.0.
`C[C@@H]1CN([C@H](C)CO)C(=O)c2cccc(NS(=O)(=O)c3ccc(F)cc3)c2O[C@@H]1CN(C)S(=O)(=O)c1ccc(Cl)cc1` gave ROS inducer 4.9.
For CCNC(=O)CCc1nc(-c2ccc(OC)cc2)no1 the results were ROS inducer -6.0.
`Cc1noc(C)c1NC(=O)N(C)C[C@@H]1Oc2c(NC(=O)Nc3ccccc3)cccc2C(=O)N([C@H](C)CO)C[C@@H]1C` gave ROS inducer -0.6.
`CC1=C(C(=O)Nc2ccc(Cl)cc2)C(c2cccnc2)n2ncnc2N1` (stereo unspecified) gave ROS inducer inconclusive.
`O=C(NN1C(=O)/C(=C\c2cccnc2)SC1=S)c1ccccc1` gave ROS inducer 78.6*.
`CC(C)NC(=O)Nc1ccc2c(c1)C(=O)N([C@@H](C)CO)C[C@H](C)[C@H](CN(C)S(=O)(=O)c1cn(C)cn1)O2` gave ROS inducer 0.5.
Screening COc1ccc(C2CC(=O)c3c(O)cc(O)cc3O2)cc1O (stereo unspecified) returned ROS inducer 9.2.
For COc1ccc(S(=O)(=O)N(C)C[C@H]2Oc3ccc(NC(=O)CCN4CCOCC4)cc3CC(=O)N([C@H](C)CO)C[C@H]2C)cc1 the results were ROS inducer 1.3.
CC(C)NC(=O)Nc1ccc2c(c1)C(=O)N([C@@H](C)CO)C[C@@H](C)[C@@H](CN(C)C(=O)NC(C)C)O2 was read as ROS inducer -4.2.
`Cc1ccc(-c2cc(C(F)(F)F)n3nc(C(=O)NCCN4CCOCC4)c(Cl)c3n2)cc1` gave ROS inducer -8.8.
C[C@H]1CN([C@@H](C)CO)C(=O)c2cc(NS(=O)(=O)c3ccc(F)cc3)ccc2O[C@@H]1CN(C)CC1CCCCC1 was read as ROS inducer -10.3.
Nc1ncnc2c1c1nc3ccccc3nc1n2CCc1ccccc1 was read as ROS inducer 7.2.
`C[C@@H]1CN([C@H](C)CO)C(=O)c2cccc(N(C)C)c2O[C@@H]1CN(C)S(=O)(=O)c1ccccc1` gave ROS inducer -13.5.
`C[C@H]1CN([C@@H](C)CO)C(=O)Cc2cc(NC(=O)Nc3cccc4ccccc34)ccc2O[C@H]1CN(C)Cc1ccccc1` gave ROS inducer 11.9.
`C[C@@H]1CN([C@@H](C)CO)C(=O)c2cccc(N(C)C)c2O[C@@H]1CN(C)Cc1ccc(C(F)(F)F)cc1` gave ROS inducer -4.1.
Screening COc1ccc(S(=O)(=O)N(C)C[C@H]2Oc3c(NC(=O)CCCCCC(=O)Nc4ccccc4N)cccc3C(=O)N([C@H](C)CO)C[C@@H]2C)cc1 returned ROS inducer 12.0.
Cc1cccc(C)c1-n1c(C2CC3CCC2O3)n[nH]c1=S (stereo unspecified) was read as ROS inducer 14.9.
`CN(C)c1ccc(/C=N/NC(=O)c2cccc(C(=O)NO)c2)cc1` gave ROS inducer -8.0.
Screening O=S(=O)(NC(c1ccccc1)c1ccccc1)c1ccccc1 returned ROS inducer -5.4.
Cc1cccc(Oc2coc3cc(OC(=O)c4ccc(F)cc4)ccc3c2=O)c1 was read as ROS inducer 23.3.
`Cc1ccc(S(=O)(=O)Nc2ccc3c(c2)CC(=O)N([C@H](C)CO)C[C@H](C)[C@H](CN(C)S(=O)(=O)c2cccs2)O3)cc1` gave ROS inducer 96.0*.

Not a retest: entries from further up.
Cc1cccc(Oc2coc3cc(OC(=O)c4ccc(F)cc4)ccc3c2=O)c1 was read as ROS inducer 23.3.
`Cc1ccc(S(=O)(=O)Nc2ccc3c(c2)CC(=O)N([C@H](C)CO)C[C@H](C)[C@H](CN(C)S(=O)(=O)c2cccs2)O3)cc1` gave ROS inducer 96.0*.

Additional results:
COc1ccc(NC(=O)Nc2cccc3c2O[C@H](CN(C)CC2CC2)[C@@H](C)CN([C@H](C)CO)C3=O)cc1 was read as ROS inducer 4.0.
Nc1ccc2oc(-c3ccccc3)nc2c1 was read as ROS inducer 26.3.
Screening COc1ccc(S(=O)(=O)Nc2cccc3c2O[C@@H](CN(C)Cc2ccncc2)[C@@H](C)CN([C@H](C)CO)C3=O)cc1 returned ROS inducer 10.7.
Screening CCCNC(=O)c1cc2oc3ccccc3c2n1C returned ROS inducer 29.3.
